MrgX1 allo act = positive allosteric modulators of MrgX1, primary screen, HEK293 cells, Fluo-4 calcium flux; Mas-related G-protein coupled receptor member X1 (Homo sapiens), Q96LB2; FDSS; stronger effect = higher value; B-score at 10 µM; 310,000 tested, 0.63% active;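 active = plate-corrected calcium response at least 3 library SD above typical, normal starting fluorescence, not activating the receptor alone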;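 note: compound read alongside a low EC10 to EC30 dose of BAM8-22 agonist; peak minus trough fluorescence over baseline measured at the second addition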
Target sequence (Q96LB2 whole entry, looked up): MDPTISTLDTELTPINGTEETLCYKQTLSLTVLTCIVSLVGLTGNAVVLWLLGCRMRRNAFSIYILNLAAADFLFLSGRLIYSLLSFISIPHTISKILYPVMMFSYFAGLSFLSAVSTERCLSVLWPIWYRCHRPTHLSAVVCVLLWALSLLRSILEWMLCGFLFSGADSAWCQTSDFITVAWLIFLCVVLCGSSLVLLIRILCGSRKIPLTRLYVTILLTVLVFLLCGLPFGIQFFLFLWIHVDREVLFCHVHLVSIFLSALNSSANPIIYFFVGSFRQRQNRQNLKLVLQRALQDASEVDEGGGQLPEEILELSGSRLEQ
TRPC6 inh = mouse TRPC6 channel inhibitors, primary screen, cell-based, HEK293, membrane potential dye. ACh-evoked depolarization; stronger effect = lower value. B-score at 10 µM. 310,000 tested, 1.1% active. AID 2553, 2010;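 active = B-score under library mean minus 3 SD, initial fluorescence not abnormally high, positive integrated signal ratio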;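 note: B-score derived from integrated fluorescence ratio over the kinetic read; more negative B-score means stronger inhibition of depolarization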
RGS4 block = RGS4 inhibitors, primary screen, cell-based, HEK293 M3R inducible RGS4, calcium flux; Fluo-4 calcium flux; stronger effect = higher value; triggered by carbachol at its EC20; B-score at 10 µM; 310,000 tested, 0.45% active;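 active = B-score, a plate-corrected calcium signal, over three deviations above library mean, with baseline fluorescence within five deviations of library mean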;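 note: RGS4 expression induced by doxycycline in cells with stable M3 receptor; B-score is computed from the integrated fluorescence ratio over baseline after carbachol; higher B-score means a larger calcium signal and so more RGS4 inhibition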
Target sequence (P49798 whole entry, looked up): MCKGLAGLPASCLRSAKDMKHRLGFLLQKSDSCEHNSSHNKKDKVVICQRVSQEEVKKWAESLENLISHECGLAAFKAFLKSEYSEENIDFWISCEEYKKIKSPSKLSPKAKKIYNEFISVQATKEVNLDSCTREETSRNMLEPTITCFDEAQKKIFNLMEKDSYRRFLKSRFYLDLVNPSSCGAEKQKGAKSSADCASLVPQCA
HDAC3 inh = HDAC3 deacetylase inhibitors, primary screen, biochemical, fluorescence, cell-free homogeneous | Histone deacetylase 3 (Homo sapiens), O15379 | 320,000 tested, 0.15% active | recombinant HDAC3, fluorogenic peptide/trypsin coupled | inhibition, % at 8.3 µM | AID 2718, 2010; in the data active = inhibition above about 26%, passing the limit was not always enough
Target sequence (O15379 whole entry, looked up): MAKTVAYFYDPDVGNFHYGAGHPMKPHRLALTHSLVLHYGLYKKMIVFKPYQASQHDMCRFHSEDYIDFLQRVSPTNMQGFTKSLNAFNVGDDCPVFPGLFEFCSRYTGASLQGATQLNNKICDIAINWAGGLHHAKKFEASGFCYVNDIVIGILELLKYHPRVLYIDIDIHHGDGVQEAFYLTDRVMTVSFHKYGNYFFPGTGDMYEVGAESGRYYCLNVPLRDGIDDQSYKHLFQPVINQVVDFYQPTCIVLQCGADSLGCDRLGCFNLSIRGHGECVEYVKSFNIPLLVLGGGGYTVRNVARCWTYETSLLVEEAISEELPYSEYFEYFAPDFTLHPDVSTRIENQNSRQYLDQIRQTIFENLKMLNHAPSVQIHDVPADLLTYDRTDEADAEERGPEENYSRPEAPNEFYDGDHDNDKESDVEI
TMEM16A act = TMEM16A chloride channel activators or potentiators, primary screen, cell-based, HTS; Anoctamin-1 (Mus musculus), Q8BHY3; HEK293 TMEM16A/YFP-H148Q/I152L, iodide quench fluorescence; stronger effect = lower value; B-score at 10 µM; 340,000 tested, 0.3% active; AID 623877, 2012;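 active = fluorescence-ratio B-score plate-corrected deviation score at least 3 library SD below zero, with starting fluorescence score within 5 deviations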;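 note: channel opened by trigger with iodide after compound preincubation; score built on the fluorescence ratio of max minus min over baseline; more negative score means more quench and so TMEM16A activation or potentiation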
RGS4 pot = RGS4 potentiators or activators, primary screen, cell-based, HEK293 M3R inducible RGS4, calcium flux; carbachol calcium flux Fluo4; stronger effect = lower value; B-score at 10 µM; 310,000 tested, 0.92% active;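 active = B-score of the integrated calcium signal more than 4 SD below the library mean, with starting fluorescence not abnormally high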;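 note: negative B-score means reduced calcium response which marks RGS4 activation or potentiation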
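test system = HEK293 cells with stable M3R and inducible RGS4 | schedule = recording 10 s baseline at 1 Hz, 100 s post-agonist | technique = Fluo4-AM (2 µM) calcium-flux fluorescence, kinetic read | measure = Agonist-evoked peak-minus-minimum fluorescence over baseline, integrated ratio, B score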
MrgX1 ag = agonists of human MrgX1 receptor, primary screen, HEK293 cells, Fluo-4 calcium flux | Mas-related G-protein coupled receptor member X1 (Homo sapiens), Q96LB2 | Fluo-4 calcium fluorescence, agonist mode; stronger effect = higher value | B-score at 10 µM | 310,000 tested, 0.44% active;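 active = calcium response B-score plate-corrected fluorescence ratio at least 3 library SD, with starting fluorescence B-score inside 5 SD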
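System – MrgX1-expressing HEK293 cells · Incubation – cells plated overnight, dye loaded 0.5 h 37 °C, 0.5 h room temperature · Technique – kinetic Fluo-4 NW fluorescence of intracellular calcium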
SKKanGAS inh = S. pyogenes SKKanGAS growth inhibitors in kanamycin, primary screen, streptokinase expression inhibitor project, SKKanGAS strain, BacTiter-Glo luminescence. 6 h. inhibition, % at 7.5 µM. 300,000 tested, 1.3% active;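 active = mean replicate score, as percent of positive control median, at least 50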;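 note: strain carries kanamycin resistance gene driven by streptokinase promoter and grows in 40 µg/ml kanamycin; loss of luminescence reflects streptokinase promoter inhibition or plain growth inhibition; 0% = median of DMSO wells and 100% = positive control at its reference dose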
TRPC6 act = mouse TRPC6 channel activators, primary screen, cell-based, HEK293, membrane potential dye | Short transient receptor potential channel 6 (Mus musculus), Q61143 | 310,000 tested, 0.13% active | B-score at 10 µM | HEK293-TRPC6 membrane potential dye fluorescence; stronger effect = higher value;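 active = B-score of the integrated fluorescence ratio above library mean plus 3 SD, and starting fluorescence ratio within library mean plus 5 SD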;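 note: higher score means more depolarization so channel activation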
MrgX1 antagonist = antagonists of human MrgX1 receptor, primary screen, HEK293 cells, Fluo-4 calcium flux. Mas-related G-protein coupled receptor member X1 (Homo sapiens), Q96LB2. AID 588676, 2011. BAM8-22 antagonism; stronger effect = lower value. B-score at 10 µM. 310,000 tested, 1.3% active;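 active = calcium-response B-score plate-corrected more than 3 library SD below zero, starting fluorescence within 5 deviations, no agonist response on first addition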;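 note: peak minus trough fluorescence over baseline after final BAM8-22 challenge near maximal dose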
TMEM16A inh = TMEM16A chloride channel inhibitors, primary screen, cell-based, HTS. Anoctamin-1 (Mus musculus), Q8BHY3. HEK293 TMEM16A/YFP iodide influx fluorescence, ionomycin. normalized B-score (activity score, 25-100; higher = stronger inhibition) at 10 µM. 310,000 tested, 1.2% active. AID 588511, 2011;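 active = ratio plate-corrected score three or more library SD toward inhibition, starting fluorescence score within five deviations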;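 note: score derived from kinetic fluorescence span divided by baseline fluorescence per well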
Numbers without * were called inactive; i = inactive; x = no result given. Random draw from the library. About 6.7% of those tested had a hit in this group.

smiles,MrgX1 allo act,TRPC6 inh,RGS4 block,HDAC3 inh,TMEM16A act,RGS4 pot,MrgX1 ag,SKKanGAS inh,TRPC6 act,MrgX1 antagonist,TMEM16A inh
C=COCCCNc1ncnc2sc(-c3ccccc3)cc12,i,i,i,-10,i,i,i,-1,i,i,i
O=C(CNCC(=O)Nc1ccc(F)c(F)c1F)Nc1ccc(F)c(F)c1F,i,i,i,6,i,i,i,-5,i,i,i
O=C(O)CSc1nnc(Cc2ccccc2)n1-c1ccccc1,i,i,i,-1,i,i,i,4,i,i,i
O=C(COC(=O)c1ccc(S(=O)(=O)NCc2ccco2)cc1)Nc1ccc(OC(F)F)cc1,i,i,i,2,i,i,i,12,i,i,i
CCN(CC)CCN1C(=O)C2C(C(=O)Nc3ccc(Br)cc3)C3C=CC2(O3)C1C(=O)NC1CCCCC1 (stereo not drawn),i,i,i,1,i,i,i,6,i,i,i
CCN(CC)CCNc1ncnc2c1sc1nc(N3CCOCC3)c3c(c12)CCCC3,i,i,i,10,i,i,i,1,i,i,i
Cc1ccc(C2=N/C(=C\c3cccc(F)c3)C(=O)O2)cc1,i,i,i,-1,i,i,i,1,i,i,i
Cc1cccc(CC2CC(=O)N(C3CCCCC3)C2=O)c1 (stereo not drawn),i,i,i,4,i,i,i,0,i,i,i
Cc1ncc2c(n1)-c1cc(F)ccc1SC2,i,i,i,1,i,i,i,2,i,i,i
CC1(C)Cc2nc3sc(C(=O)NCCCO)c(N)c3cc2CS1,i,i,i,1,i,i,i,0,i,i,i
COC(=O)C1=C(C)Nc2[nH]c(=S)[nH]c(=O)c2C1c1ccc(OC)cc1 (stereo not drawn),i,i,i,7,i,i,i,3,i,i,i
O=C(N1CCCCC1)N1CCCN(C(=O)N2CCCCC2)CC1,i,i,i,5,i,i,i,-12,i,i,i
C(=N\Nc1nc(-c2ccccc2)cs1)/c1cccs1,i,i,i,-3,i,i,i,11,i,i,i
CN(c1nc2nonc2nc1NC1CC1)C1CCOC1 (stereo not drawn),i,i,i,-1,i,i,i,-4,i,i,i
CC(C)C(=O)Nc1c(C(=O)c2ccc(F)cc2)oc2ccccc12,i,i,i,-3,i,i,i,-12,i,i,i
CCOC(=O)C1(Cc2ccccc2)CCN(Cc2ccon2)CC1,i,i,i,2,i,i,i,2,i,i,i
O=C(O)COc1ccccc1/C=N/NC(=O)c1ccc2c(c1)OCCO2,i,i,i,2,i,i,i,2,i,i,i
Fc1ccc(CN2CCSCC2)cc1F,i,i,i,-7,i,i,i,5,i,-4.5*,i
COCCNC(=S)N1CCN(C)CC1,i,i,i,-3,i,i,i,-3,i,i,i
CC1CN(CCOc2ccccc2[N+](=O)[O-])CC(C)O1 (stereo not drawn),i,i,i,2,i,i,i,-5,i,i,i
O=C(O)[C@H](Cc1ccccc1)N1C(=O)c2c(Cl)c(Cl)c(Cl)c(Cl)c2C1=O,i,i,i,-1,i,i,i,11,i,-8.6*,i
Cc1cccc2c1-c1sc(C(=O)NCCCN3CCc4ccccc4C3)cc1CO2,i,i,i,-9,i,-7.3*,i,18,i,i,i
O=C(NCc1ccccn1)Nc1cccc(NC(=O)NCc2ccccn2)c1,i,i,i,8,i,i,i,7,i,i,i
CCOC(=O)c1[nH]c2ccccc2c1N=C(C)N(CC)CC,i,i,i,2,i,i,i,1,i,i,i
O=C(CSc1nnnn1-c1ccccc1)CC(=O)Nc1ccc(Cl)cc1,i,i,i,10,i,i,i,28,i,i,i
COC(=O)c1ccccc1NC(=O)CNC(=O)c1ccco1,i,i,i,2,i,i,i,-10,i,i,i
Cn1cc(/C=N/NC(=O)c2cc3cc(Br)ccc3o2)c2ccccc21,i,i,i,-3,i,i,i,10,i,i,i
O=C(COc1ccccc1)Nc1c2c(nn1-c1ccccc1)CS(=O)C2 (stereo not drawn),i,i,i,0,i,i,i,-1,i,i,i
CCOc1ccccc1CN1CCCC(CNC(=O)Cc2ccc(OC)cc2)C1 (stereo not drawn),i,i,i,3,i,i,i,0,i,i,i
Cc1cc(C)n(C(=O)C23CC4CC(CC(C4)C2)C3)n1,i,i,i,3,x,i,i,11,i,i,i

Three entries out of the list, arranged by heavy-atom count, ascending.
smiles,MrgX1 allo act,TRPC6 inh,RGS4 block,HDAC3 inh,TMEM16A act,RGS4 pot,MrgX1 ag,SKKanGAS inh,TRPC6 act,MrgX1 antagonist,TMEM16A inh
Cc1cc(C)n(C(=O)C23CC4CC(CC(C4)C2)C3)n1,i,i,i,3,x,i,i,11,i,i,i
O=C(NCc1ccccn1)Nc1cccc(NC(=O)NCc2ccccn2)c1,i,i,i,8,i,i,i,7,i,i,i
Cc1cccc2c1-c1sc(C(=O)NCCCN3CCc4ccccc4C3)cc1CO2,i,i,i,-9,i,-7.3*,i,18,i,i,i

New compounds follow.
smiles,MrgX1 allo act,TRPC6 inh,RGS4 block,HDAC3 inh,TMEM16A act,RGS4 pot,MrgX1 ag,SKKanGAS inh,TRPC6 act,MrgX1 antagonist,TMEM16A inh
CCOC(=O)c1c(C)[nH]c(C(=O)OCc2csc(CC(=O)Nc3ccccc3C)n2)c1C,i,i,i,x,i,i,i,-2,i,i,i
Cc1ccc(S(=O)(=O)N2CCC(C(=O)NCc3ccccc3Cl)CC2)cc1,i,i,i,-2,i,i,i,-9,i,i,i
N/C(=N\OC(=O)CCCc1ccccc1)c1ccccn1,i,i,i,-3,i,i,i,5,i,i,i
O=S(=O)(N1CCOCC1)N1CCN(c2ccc(F)cc2)CC1,i,i,i,-3,i,i,i,-3,i,i,i
CC(C)(C)NCC(=O)c1c[nH]c2ccccc12,i,i,i,-4,i,i,i,2,i,i,i
Cc1ccc(NC(=O)c2ccc(S(=O)(=O)Nc3c(C)n(C)n(-c4ccccc4)c3=O)cc2)nc1,i,i,i,4,i,i,i,-3,i,i,i
Cc1cccc(C)c1NC(=O)C(NC(=O)c1ccccn1)c1ccccc1[N+](=O)[O-] (stereo not drawn),i,i,i,-5,i,i,i,4,i,i,i
O=C(N/N=C/c1cccnc1)C1CC1(c1ccccc1)c1ccccc1 (stereo not drawn),i,i,i,6,i,i,i,6,i,i,i
CCOc1ccc(S(=O)(=O)Nc2cccc(C(=O)N3CCN(c4ccc(OC)cc4)CC3)c2)cc1,i,i,i,-1,i,i,i,5,i,i,i
COc1ccc(OC)c(NC(=O)c2csc(Cl)c2OC)c1,i,i,i,5,i,i,i,-4,i,i,i
Cc1nc(Nc2cccc(C(F)(F)F)c2)nc2c1C(=O)CC(C)C2 (stereo not drawn),i,i,i,5,i,i,i,0,i,i,i
O/N=C/c1ccccc1OCc1ccc(Cl)cc1,i,i,i,6,i,i,i,8,i,i,i
CCOc1cc(/C=N/NC(=O)c2ccc(CN3CCOCC3)cc2)ccc1OCc1ccccc1,i,i,i,1,i,-7.3*,i,6,i,i,25*
Cc1nc(-c2ccccn2)sc1C(=O)Nc1ccc(F)cc1,i,i,i,6,i,i,i,2,i,i,i
CN(C)S(=O)(=O)c1ccc(NC(=O)CSc2nnnn2C)cc1,i,i,i,1,i,i,i,-8,i,i,i
Cc1c(C(=O)NCCc2ccccc2)oc2ccc(S(=O)(=O)N3CCC4(CC3)OCCO4)cc12,i,i,i,9,i,i,i,1,i,i,i
Cc1cccc(-c2n[nH]c(=S)n2/N=C/c2cccs2)c1,i,i,i,0,i,i,i,5,i,i,i
CC1CCCN(c2nc3ccsc3c(=O)s2)C1 (stereo not drawn),i,i,i,-8,i,i,i,1,i,i,i
COc1cccc(OC)c1C(=O)Nc1sc2c(c1C(N)=O)CCN(Cc1ccccc1)C2,i,i,i,-1,i,i,i,6,i,i,i
O=C(NCc1ccco1)c1cc([N+](=O)[O-])ccc1N1CCOCC1,i,i,i,2,i,i,i,3,i,i,i
COc1cc2c(cc1OC)C(C(=O)N1CCCCC1)C(c1ccccc1F)N(C)C2=O (stereo not drawn),i,i,i,2,i,i,i,0,i,i,i
Cc1ccc(CN2CCN(C3CCC3)CC2CCO)cc1 (stereo not drawn),i,i,i,-12,i,i,i,-1,i,i,i
O=C(NC1CCCCC1)c1ccc2c(c1)OCCO2,i,i,i,2,i,i,i,6,i,i,i
COc1cccc(OCCn2cc(C=O)c3ccccc32)c1,i,i,i,-2,i,i,i,-3,i,i,i
CC1CCN(S(=O)(=O)c2ccc(NC(=O)c3ccco3)cc2)CC1,i,i,i,-1,i,i,i,6,i,i,i
CCSc1nsc(NC(=O)Nc2ccccc2F)n1,i,i,i,4,i,i,i,1,i,i,i
CCC(C)(C)C1CCC(=NNC(=O)c2ccoc2C)CC1 (stereo not drawn),i,i,i,-6,i,i,i,-1,i,i,i
CCCCC(=O)Nc1cccc(NC(=O)c2ccc(Br)cc2)c1,i,i,i,6,i,i,i,0,i,i,i
O=C(CN1CCC(O)CC1)N1c2ccccc2C=Cc2ccccc21,i,i,i,-8,i,i,i,-4,i,i,i
COc1cccc(NC(=O)CN(C)C(=O)c2c(C)nn(Cc3ccc(C)cc3)c2Cl)c1,i,i,i,11,i,i,i,8,i,i,i
Cc1cc(C)c(CSc2ncc(-c3ccc([N+](=O)[O-])cc3)[nH]2)c(C)c1,i,i,i,11,i,i,i,73*,i,i,i
COc1ccc(N2C(=O)c3ccccc3NC23CCC(C)CC3)cc1 (stereo not drawn),i,i,i,-6,i,i,i,-4,i,i,i
Cc1cc(C(=O)OCCN2C(=O)c3ccccc3C2=O)c2ccccc2n1,i,i,i,-3,i,i,i,-11,i,i,i
Cc1nn2cc(-c3ccc(N)cc3)nc2s1,i,i,i,9,i,i,i,6,i,i,i

Assay outcomes (PubChem)
